Screening results: PubChem, several laboratories
STAT3 blocker: reduces IL-6 driven STAT3 reporter signal. U3A cells, IL-6 STAT3-luciferase reporter, luminescence; host cell line lacks STAT1. inhibition, % at 5.5 µM. 190,000 compounds, 0.89% hits. AID 862;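 active = inhibition above the mean inhibition across all screened compounds plus 3 SD, cut at about 44% in these data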;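 also: 0% = DMSO only wells and 100% = 100 µM nifuroxazide control wells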
Hsp70 act: transcriptional activators of Hsp70. AID 1203. activation, % at 10 µM. HeLa Hsp70 promoter luciferase reporter, luminescence; scaled: vehicle 0, proteasome-inhibitor control 100%. 200,000 compounds, 0.04% hits;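 active = activation above the mean across all tested compounds plus 3 SD, cutoff set per campaign, cut at about 5.5% in these data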;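 also: 100% = MG132 at 30 µM as the positive control and 0% = DMSO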
STAT1 inh: STAT1 signaling inhibition; NIH 3T3 STAT1-luciferase reporter, IFN-gamma, luminescence; inhibition, % at 5.5 µM; 200,000 compounds, 0.35% hits; AID 920;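 active = inhibition above a set limit, the mean inhibition across all tested compounds plus 3 SD, cut at about 34% in these data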;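 also: 0% = IFN-gamma with DMSO and 100% = IFN-gamma with 300 µM nifuroxazide; values of inactives mirror those of a sister screen read the other way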
STAT3 act: increases IL-6 driven STAT3 reporter signal. U3A cells, IL-6 STAT3-luciferase reporter, luminescence; 100% = signal with IL-6 EC80 alone. 190,000 compounds, 0.91% hits. activation (% of control), % at 5.6 µM;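 active = activation above the screen-wide mean of compound activation plus 3 SD, cut at about 130% in these data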;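 also: 0% = background luminescence of wells with medium and substrate only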
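Material: STAT3-luciferase reporter U3A cells; Probe or stimulus: IL-6 (33 ng/mL); Incubation: compound pre-incubation 1 h before IL-6, then 6 h stimulation at 37 °C; Technique: luminescence from STAT3-driven luciferase reporter; Evaluation: % activation versus median of IL-6-stimulated wells; Controls: IL-6-only high control.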
TLR4 MyD88 comp: blocks binding of human TLR4 to MyD88. O00206+Q99836. HeLa CL3-4 TLR4/MyD88 BLA complementation, FRET ratio. inhibition, % at 8.4 µM. 200,000 compounds, 0.18% hits. AID 861; in the data active = inhibition above about 25%;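 also: 0% = vehicle and 100% = reference inhibitor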
Target sequence (O00206 whole entry, looked up): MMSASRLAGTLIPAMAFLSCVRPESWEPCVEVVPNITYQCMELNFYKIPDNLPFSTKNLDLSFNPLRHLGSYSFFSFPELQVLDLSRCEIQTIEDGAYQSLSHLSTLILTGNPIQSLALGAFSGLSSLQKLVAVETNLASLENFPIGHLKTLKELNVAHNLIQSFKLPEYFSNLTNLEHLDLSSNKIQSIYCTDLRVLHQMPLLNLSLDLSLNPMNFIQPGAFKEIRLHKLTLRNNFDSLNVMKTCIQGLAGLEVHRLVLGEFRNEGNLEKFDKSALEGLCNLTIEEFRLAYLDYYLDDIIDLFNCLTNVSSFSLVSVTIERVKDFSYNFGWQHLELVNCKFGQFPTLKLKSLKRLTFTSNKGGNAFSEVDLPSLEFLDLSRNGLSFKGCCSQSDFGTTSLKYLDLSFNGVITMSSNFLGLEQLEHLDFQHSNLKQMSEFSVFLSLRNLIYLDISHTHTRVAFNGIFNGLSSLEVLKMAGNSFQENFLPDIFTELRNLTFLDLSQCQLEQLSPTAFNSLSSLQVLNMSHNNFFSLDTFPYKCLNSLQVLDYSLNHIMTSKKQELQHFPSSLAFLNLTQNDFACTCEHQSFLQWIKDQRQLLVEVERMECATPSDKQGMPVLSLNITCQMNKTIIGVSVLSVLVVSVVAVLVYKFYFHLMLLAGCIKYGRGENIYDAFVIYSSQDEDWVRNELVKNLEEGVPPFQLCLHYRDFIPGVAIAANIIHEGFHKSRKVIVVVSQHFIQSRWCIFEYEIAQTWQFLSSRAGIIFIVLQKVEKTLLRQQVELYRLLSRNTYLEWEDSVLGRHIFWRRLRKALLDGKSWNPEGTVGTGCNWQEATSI
Target sequence (Q99836 whole entry, looked up): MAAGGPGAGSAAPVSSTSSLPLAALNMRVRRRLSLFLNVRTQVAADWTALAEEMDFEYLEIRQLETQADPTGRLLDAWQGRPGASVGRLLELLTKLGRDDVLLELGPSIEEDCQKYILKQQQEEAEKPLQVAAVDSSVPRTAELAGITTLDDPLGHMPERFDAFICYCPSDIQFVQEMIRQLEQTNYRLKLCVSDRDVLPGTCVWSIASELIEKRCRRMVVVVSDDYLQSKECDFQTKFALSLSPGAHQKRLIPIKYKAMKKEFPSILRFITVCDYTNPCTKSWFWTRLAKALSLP
Diaph act CS: diaphorase activation or chemical reduction counter-screen. Diaphorase/resazurin coupled assay, resorufin fluorescence, 16 min; stronger effect = higher value; 1 = vehicle wells, 0 = NADH-free wells. activation factor at 20 µM. 190,000 compounds, 0.005% hits;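 active = diaphorase activity raised at least twofold by the compound at 20 µM; inactive = activation factor below 2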
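Assay system: bacterial diaphorase enzyme (C. kluyveri) / Input: enzyme 0.07 U/mL final / Medium: 50 mM HEPES pH 7.4 with 4.542 mM MgCl2, 0.005% Tween 20 / Doses: single compound dose of 20 µM, 1% DMSO final / Incubation: 16 min enzyme reaction, ambient temperature / Signal: fluorescence, excitation 544 nm and emission 590 nm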
APP transl inh: APP translation inhibition; SH-SY5Y APP 5'UTR-luciferase reporter, luminescence; inhibition, % at 2 µM; 190,000 compounds, 0.82% hits; AID 1285;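 active = inhibition above a set limit, derived from the sample mean plus 3 SD, cut at about 45% in these data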; also: values of inactives mirror those of a sister screen read the other way
G6PDH counter: inhibits Leuconostoc G6PDH, flagging false hits in G6PDH-based assays | Purified L. mesenteroides G6PDH, diaphorase/resazurin coupled fluorescence, 45 min | inhibition, % at 5 µM | 200,000 compounds, 0.12% hits | AID 1020; in the data active = inhibition above about 50%
Diaphorase inh: inhibits diaphorase or chemically oxidizes, flagging diaphorase assay artifacts; 190,000 compounds, 0.69% hits; inhibition, % at 20 µM; diaphorase resazurin-to-resorufin fluorescence, NADH, 16 min; bacterial (C. kluyveri) enzyme, not human;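 active = primary screen inhibition at 20 µM above a set limit, cut at about 50% in these data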;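 also: plate controls were DMSO with full reaction for no effect and wells lacking NADH for full effect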
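Test system: bacterial diaphorase enzyme (C. kluyveri); Quantity: 0.14 U/mL diaphorase, enzyme working solution; Times: reaction incubation of 16 min at room temperature; Measured by: fluorescence of resorufin formed from resazurin, Ex 544/Em 590 nm; Benchmarks: positive control minus NADH, DMSO neutral control.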
STAT1 act: activators of IFN-gamma induced STAT1 signaling; NIH 3T3 STAT1-luciferase reporter, luminescence; 100% = IFN-gamma alone, no compound; activation (% of control), % at 5.5 µM; 200,000 compounds, 2.6% hits; AID 932;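 active = activation above the screen-wide mean activation plus 3 SD, cut at about 130% in these data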;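 also: raw ratio to IFN-gamma control signal so 100% means no change and 0% no light; values of inactives mirror those of a sister screen read the other way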
Numbers without * were called inactive; nt = no result given.

SMILES	STAT3 blocker	Hsp70 act	STAT1 inh	STAT3 act	TLR4 MyD88 comp	Diaph act CS	APP transl inh	G6PDH counter	Diaphorase inh	STAT1 act
Cc1c(C(=O)Nc2nc3ccccc3[nH]2)cccc1[N+](=O)[O-]	-11	-0.1	-10	108	-7	0.9	-54	-4	14	109
O=C(COC(=O)c1cc2ccccc2o1)c1ccccc1	8	-0.1	-11	98	-14	1	-2	13	4	111
Cc1nn(-c2ccccc2)c(Cl)c1/C=N/Nc1ccc(S(=O)(=O)Nc2ccccc2C(=O)O)cc1[N+](=O)[O-]	-5	-0.5	2	107	11	0.7	-2	9	28	99
O=C(CC1OC(=O)c2ccccc21)NC1CCCCC1 (centres undefined)	14	0.4	-1	88	-12	0.8	17	-5	18	101
C=CCOc1ccc2c(OC)c3ccoc3nc2c1OC	15	0.1	-14	90	11	0.9	-32	2	8	113
COC(=O)c1ccc(N=NNc2ccccc2)cc1	-2	-0.3	-52	100	1	0.9	-63	-7	14	146*
CCCn1nc(Oc2nc(N(C)C)nc(N(C)C)n2)ccc1=O	10	-0.4	-2	93	-9	nt	11	19	nt	100
CCOC(=O)N1CCC(NC(=O)C2CCN(S(=O)(=O)c3cnc[nH]3)CC2)CC1	15	-0.4	13	92	4	0.9	3	3	8	89
Cc1cc(=O)oc(C)c1C(=O)N[C@@H]1CCCCNC1=O	0	-0.5	5	105	4	0.9	-2	5	12	95
Cc1ccc(S(=O)(=O)N(CCC#N)CCN2CCCC2)cc1	7	0.2	5	101	0	0.9	-8	8	10	96
COc1ccc(C(=O)n2nc(C)cc2C)cc1Br	1	-0.3	4	104	11	0.8	10	3	20	96
CCN(CC)Cc1c(O)c(Cl)cc2c(C)cc(=O)oc12	-1	-0.3	3	102	-13	0.9	-5	5	6	95
CCN(CC(=O)NC1CCS(=O)(=O)C1)S(=O)(=O)c1ccc(C)cc1C (centres undefined)	16	-0.4	10	90	8	0.9	-8	8	8	91
CC(C)NC(=O)C1CC(=O)N(c2ccc(F)c(Cl)c2)C1 (centres undefined)	9	-0.3	8	97	0	1	nt	4	1	93
Cc1ccc(S(=O)(=O)N[C@H](C(=O)N2CCC3(O)CCCCC3C2)c2ccccc2)cc1 (some centres undefined)	1	-0.1	-4	103	15	0.9	-2	4	7	104
O=C(c1ccco1)c1cc2c(ccc3ccccc32)oc1=O	13	-0.3	-5	92	10	1.1	-1	2	-8	105
CC(=O)Nc1ccc(S(=O)(=O)Nc2ncccn2)cc1	3	0.2	-7	103	8	0.9	-2	9	12	108
Cc1cc(C)[n+](-c2ccc(F)cc2)c2[nH]c(=O)[nH]c(=O)c12	13	-0.4	9	91	-19	0.8	-3	-1	15	92
COC(=O)CNC(=O)c1ccc(=O)oc1	14	-0.4	-1	91	-7	0.9	-3	5	7	101
Nc1nc(SCc2c(F)cccc2Cl)[nH]c(=O)c1-c1ccccc1	22	-0.4	2	85	6	0.9	3	7	6	99
COc1ccc(CCN(Cc2cc3cc(C)ccc3[nH]c2=O)C(=O)N2CCCC2)cc1OC	6	0.1	0	101	-1	1	5	6	-2	101
Cc1c(NC(=O)CSc2nnnn2Cc2ccccc2)c(=O)n(-c2ccccc2)n1C	2	-0.2	7	100	5	0.9	-3	1	10	93
Cc1onc(-c2ccccc2)c1C(=O)NCCc1c[nH]c2ccccc12	-2	-0.3	-1	105	-2	0.9	-10	8	12	100
CC/C(=N\NC(=S)Nc1cc(C)ccc1C)c1ccc(OC(F)F)cc1	10	-0.4	2	93	2	0.9	-4	4	7	98
CC(C)C(=O)Nc1nnc(-c2ccccc2)o1	14	-0.1	-10	95	-9	0.8	-2	-1	18	109
Cc1ccccc1C(=O)OCCN1CCOCC1	9	0.1	-1	99	4	0.9	0	9	11	101
CN1CCN(S(=O)(=O)c2ccc(-c3ccccc3)cc2)CC1	-6	0.1	-7	111	7	1	0	0	-2	106
COc1cc(C2Nc3ccccc3C(=O)N2c2ccc3c(c2)OCCO3)ccc1OCC(C)C (centres undefined)	5	-0.3	-35	96	-11	0.7	-107	2	32	132*
COc1cc(/C=C/C(=O)OCC(=O)c2c(N)n(C)c(=O)n(C)c2=O)ccc1OCC#N	27	0.0	2	83	-4	0.9	5	-6	5	97
Cc1cc(C)c(S(C)(=O)=O)c(NN)n1	2	-0.4	1	99	-11	0.9	-2	9	11	100
COc1ccc(C2C(C#N)=C(N)Oc3cc(O)ccc32)cc1OC (centres undefined)	4	-0.2	-12	99	-5	0.7	-2	6	32	111
CS(=O)(=O)Nc1cccc(-c2cn3ccccc3n2)c1	2	-0.3	-25	100	-1	1	-11	4	3	122
CCNS(=O)(=O)c1ccc(NC(=O)Nc2cccc(OC)c2)cc1	-2	-0.1	-8	105	9	1	-16	26	5	107
CC(=O)Nc1ccc(S(=O)(=O)NC(C)C(=O)NC(C)c2ccccc2)cc1 (centres undefined)	-14	0.2	-4	112	11	0.9	-21	6	10	104
COc1ccc(NC(=O)CSc2nccn2-c2cccc(OC)c2)cc1	15	0.3	-1	89	0	0.9	-16	2	13	101
O=C(O)c1csc(-c2ccc(Cl)cc2)n1	1	-0.2	-7	107	-6	1	-8	2	5	107
O=C(CSc1nnc(-c2ccc(Cl)cc2Cl)n1C1CCCCC1)NC1CCS(=O)(=O)C1 (centres undefined)	-16	0.1	-4	114	13	0.9	-22	8	6	104
CC1C(C#N)=C(N)OC2=C1C(=O)CC(C)(C)C2 (centres undefined)	7	0.1	2	98	9	1	0	1	-2	98
CCC(=O)c1ccc(OCC(=O)O)c(OC)c1	12	-0.3	3	97	-1	1.2	-9	4	-16	96
CC(=O)NCCc1ccc(S(=O)(=O)NC2OC(=O)c3ccccc32)cc1 (centres undefined)	0	0.4	-1	104	1	0.9	10	-4	10	101
CCC(=O)Nc1ccc(C(=O)CSc2nnc(-c3ccc(NS(C)(=O)=O)cc3)n2C)cc1OC	9	0.5	7	95	-14	0.9	21	-6	12	93
Cc1cccc(Cn2c(=O)c3c(nc4n3CCCN4Cc3ccccc3)n(C)c2=O)c1	21	-0.2	2	90	8	0.9	-5	-3	6	98
Cc1ccc(NC(=S)NNC(=O)c2c([N+](=O)[O-])c(C)nn2C)cc1	-2	-0.3	-3	100	-8	1	-18	-5	4	103
CCN(CCCNC(=O)CCc1nc(-c2ccc(C)cc2)no1)c1cccc(C)c1	7	-0.3	0	96	2	0.8	-14	6	22	100
Nc1c(C(=O)Nc2nc3ccccc3s2)sc2nc(-c3cccs3)ccc12	18	0.7	-51	91	65*	1	-110	0	5	140*
O=C1CC(=O)N(c2ccccc2)N1c1ccccc1	-4	-0.3	1	102	0	0.9	5	-2	5	99
CCOC(=O)c1c(NC(=O)c2c(-c3ccccc3)noc2C)sc(C)c1-c1ccccc1	-23	-0.2	-40	128	0	0.9	40	2	11	136*
O=S(=O)(N/N=C/c1ccc(N2CCOCC2)cc1)c1ccccc1	8	0.0	14	96	-3	1.1	20	1	-12	87
COc1ccc(/C=C/C(=O)NC(=S)NCC2CCCO2)cc1 (centres undefined)	-20	-0.3	7	118	0	1	-13	8	2	92
S=c1[nH]nc(Cc2ccccc2)n1-c1cccc2ccccc12	-3	-0.3	3	106	-5	0.8	1	5	18	97

Three structures out of the list, arranged by count of non-hydrogen atoms, largest number first.
SMILES	STAT3 blocker	Hsp70 act	STAT1 inh	STAT3 act	TLR4 MyD88 comp	Diaph act CS	APP transl inh	G6PDH counter	Diaphorase inh	STAT1 act
CCOC(=O)c1c(NC(=O)c2c(-c3ccccc3)noc2C)sc(C)c1-c1ccccc1	-23	-0.2	-40	128	0	0.9	40	2	11	136*
Cc1ccc(NC(=S)NNC(=O)c2c([N+](=O)[O-])c(C)nn2C)cc1	-2	-0.3	-3	100	-8	1	-18	-5	4	103
S=c1[nH]nc(Cc2ccccc2)n1-c1cccc2ccccc12	-3	-0.3	3	106	-5	0.8	1	5	18	97

Continuation:
SMILES	STAT3 blocker	Hsp70 act	STAT1 inh	STAT3 act	TLR4 MyD88 comp	Diaph act CS	APP transl inh	G6PDH counter	Diaphorase inh	STAT1 act
Cc1ccc(C(=O)NC(Cc2c[nH]c3ccccc23)C(=O)O)o1 (centres undefined)	-16	-0.3	11	118	8	0.8	12	2	16	90
COc1ccc(NC(=O)c2sc3nc(C)nc(N4CCOCC4)c3c2C)c(OC)c1	5	0.3	-1	97	-1	0.9	-4	15	7	100
C=C(C)CN(CC)C(=O)CCc1nnc(CCc2c[nH]c3ccccc23)o1	7	0.0	0	104	-20	0.9	25	16	8	99
O=C(Cn1c(NCCO)nc2ccccc21)NCC1CCCO1 (centres undefined)	6	-0.1	3	102	-24	1	-17	-2	1	95
CC(=O)OCCNC(=O)Cn1cnc2c1c(=O)n(C)c(=O)n2C	7	-0.2	-8	99	-13	0.9	18	0	5	106
O=C(O)CCc1nc2cc3ccccc3cc2[nH]1	8	0.0	-3	100	6	0.9	-15	4	14	102
COc1cnc(-c2ccccc2)nc1Oc1cccc(C)c1	-9	-0.2	-11	114	-3	0.8	0	1	24	110
CCOc1cc(S(=O)(=O)N2CCN(CC)CC2)ccc1Cl	-3	-0.5	-2	104	-1	1	-25	2	1	99
c1ccc(CN2C3=NCCCN3c3ccccc32)cc1	6	-0.1	11	100	-8	1.1	-11	-4	-11	90
CCCOC(=O)CSc1nnc(-c2cc(OC)c(OC)c(OC)c2)o1	2	0.4	-8	99	16	0.9	-18	6	13	107
O=C(Nc1nnc(C2CCCCC2)s1)c1cccs1	3	0.5	-30	99	4	0.9	-31	-35	11	117
NS(=O)(=O)c1ccc(CNS(=O)(=O)c2ccc(Cl)nc2)cc1	10	-0.3	5	95	-12	0.9	-14	4	14	95
O=C(NCCc1c[nH]c2ccccc12)C(=O)NCC1OCCCN1S(=O)(=O)c1ccccc1 (centres undefined)	6	-0.4	-6	94	8	0.9	9	3	8	108
CCCC(=O)Nc1ccc(C(=O)NCC2CCCO2)cc1 (centres undefined)	1	-0.6	4	100	3	1	-5	12	5	94
Cc1cc(C(=O)Nc2ccc(S(=O)(=O)N3CCCC3)cc2)cs1	10	-0.3	0	93	-1	0.8	2	-2	18	100
COc1ccc(CCNC(=O)CN2CCC(C)CC2)cc1OC	3	-0.1	3	96	-1	1	-9	21	2	97
O=C1NN(c2ccccc2)C(=O)/C1=C\c1ccc(-c2cc([N+](=O)[O-])ccc2O)o1	-2	-0.3	-1	105	7	0.2	-6	15	80*	99
Cc1ccc(C)c(CN2C(=O)C3(OCCCO3)c3ccccc32)c1	13	-0.4	3	97	-16	0.8	0	0	18	97

Hits appear at their usual frequency; 6.1% or so of the library scored in one or more.
